# Screening results as filed in PubChem.
# SENP1 FRET inh – human SENP1 catalytic domain inhibitors, primary screen, biochemical, FRET, uHTS. Sentrin-specific protease 1 (Homo sapiens), Q9P0U3. recombinant SENP1 catalytic domain, CyPet-SUMO1-YPet FRET cleavage. inhibition, % at 10 µM. actives 0.21% (n = 360,000). AID 624204, 2012;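 active = inhibition at least 30% at 10 µM, raw YFP signal under a set limit, fluorescence ratio 0.5 to 1.5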;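 also: 0% = enzyme with DMSO and 100% = no enzyme wells; some results filed as inactive read as strong as hits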
# Target sequence (Q9P0U3 419-644 limits assumed): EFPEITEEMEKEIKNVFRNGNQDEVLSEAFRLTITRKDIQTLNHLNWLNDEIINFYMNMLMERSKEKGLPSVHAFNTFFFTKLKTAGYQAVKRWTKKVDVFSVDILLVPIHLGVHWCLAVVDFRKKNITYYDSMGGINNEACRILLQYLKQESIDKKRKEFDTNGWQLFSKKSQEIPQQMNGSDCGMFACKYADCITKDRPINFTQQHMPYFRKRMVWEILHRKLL
#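 Test system: human SENP1 catalytic domain; medium: Tris pH 8 buffer plus EDTA, NaCl, BME, BSA, NP40, catalase; incubation: 50 min reaction at room temperature; technique: FRET, CFP and YFP emission; controls: no-enzyme low control and enzyme-plus-DMSO high control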
# Apaf-1 inh – inhibitors of human Apaf-1 apoptosome, primary screen, biochemical, DEVD-Rh110 fluorescence, uHTS; Apoptotic protease-activating factor 1 (Homo sapiens), O14727; reconstituted apoptosome caspase-3 activity; inhibition, % at 20 µM; actives 0.71% (n = 330,000); AID 489030, 2010; active = inhibition of at least 40% at 20 µM;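 also: plate controls were DMSO wells for no effect and DEVD-CHO caspase inhibitor wells for full effect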
#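 System: Apoptosome proteins | Medium: Hepes pH 7.5 with detergent and BSA | Also added: Cytochrome c trigger plus (Z-DEVD)2-Rh110 caspase-3 substrate | Incubation: 30 min compound preincubation, 50 min activation, room temperature | Detection: Rhodamine 110 fluorescence at Ex 480/Em 540 nm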
# HKDC1 inh – HKDC1 hexokinase inhibitors, primary screen, biochemical, fluorescence, uHTS; Q2TB90; recombinant HKDC1, G6PDH/diaphorase resazurin coupled fluorescence; inhibition, % at 20 µM; actives 0.16% (n = 340,000);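 active = inhibition above about 35% when tested at 20 µM, limit read from the data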;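 also: plate controls were DMSO wells with enzyme for no effect and DMSO wells lacking enzyme for full effect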
#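 Assay system – recombinant HKDC1 (HK5) hexokinase enzyme, produced in-house · Input – HKDC1 at 5 µg/mL · Reagent – glucose plus 1 mM ATP as hexokinase substrates · Timing – 90 min reaction incubation at room temperature, dark · Measured by – G6PDH/diaphorase-coupled fluorescence, 1 mM NADP, 100 µM resazurin, 525/613 nm · Benchmarks – DMSO-enzyme wells negative, buffer-substituted wells positive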
# SENP8 block-1 – SENP8 protease inhibitors, primary screen, biochemical, luminescence; Sentrin-specific protease 8 (Homo sapiens), Q96LD8; purified SENP8, Z-RLRGG-aminoluciferin cleavage; inhibition, % at 10 µM; actives 1.2% (n = 330,000); AID 2540, 2010; in the data active = inhibition above about 50%
# Target sequence (Q96LD8 whole entry, looked up): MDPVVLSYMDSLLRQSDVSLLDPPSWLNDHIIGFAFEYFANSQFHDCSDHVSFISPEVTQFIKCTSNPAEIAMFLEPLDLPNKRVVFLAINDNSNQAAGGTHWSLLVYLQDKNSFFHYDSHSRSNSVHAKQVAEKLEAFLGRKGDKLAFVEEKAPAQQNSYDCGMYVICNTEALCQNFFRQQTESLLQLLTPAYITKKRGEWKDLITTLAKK
# NLRP3 yeast inh – NALP3 inflammasome inhibitors in reconstituted yeast, primary screen, luminescence, uHTS; actives 0.39% (n = 330,000); Yeast reconstituted NLRP3/ASC/caspase-1, beta-gal luminescence, 24 h; AID 2825, 2010; inhibition, % at 10 µM;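 active = inhibition of 50% or more; inactive = inhibition below 50%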;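 also: plate controls were induced DMSO wells for no effect and uninduced yeast grown without galactose for full effect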
# SENP6 block – SENP6 protease inhibitors, primary screen, biochemical, luminescence, uHTS. Sentrin-specific protease 6 (Homo sapiens), Q9GZR1. Recombinant SENP6 catalytic domain, aminoluciferin luminescence. inhibition, % at 10 µM. actives 1.8% (n = 330,000). AID 2599, 2010;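 active = inhibition above about 50% at the single tested dose, limit read from the data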;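 also: plate controls were DMSO wells with enzyme for no effect and DMSO wells lacking enzyme for full effect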
# Target sequence (Q9GZR1 628-1112 limits assumed): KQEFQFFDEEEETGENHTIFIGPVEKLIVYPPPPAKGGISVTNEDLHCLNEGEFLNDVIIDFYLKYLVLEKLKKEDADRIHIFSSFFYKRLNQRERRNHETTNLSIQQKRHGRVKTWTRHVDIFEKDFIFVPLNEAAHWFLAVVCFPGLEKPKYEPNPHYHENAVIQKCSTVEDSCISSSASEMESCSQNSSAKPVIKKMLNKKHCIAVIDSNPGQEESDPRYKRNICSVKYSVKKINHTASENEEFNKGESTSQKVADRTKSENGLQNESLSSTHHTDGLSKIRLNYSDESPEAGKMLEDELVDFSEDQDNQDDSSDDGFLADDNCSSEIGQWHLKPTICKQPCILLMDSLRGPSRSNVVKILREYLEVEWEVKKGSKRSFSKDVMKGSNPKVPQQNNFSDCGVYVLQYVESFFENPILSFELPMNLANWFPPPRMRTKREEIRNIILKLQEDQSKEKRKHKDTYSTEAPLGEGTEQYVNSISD
# SENP7 inh – SENP7 protease inhibitors, primary screen, biochemical, luminescence, uHTS; recombinant SENP7, Z-RLRGG-aminoluciferin luminescence, 40 min; actives 1.5% (n = 330,000); AID 434973, 2010; inhibition, % at 5 µM;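 active = inhibition above about 50% at the single test dose, limit read from the data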;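 also: plate controls were DMSO with enzyme for no effect and no enzyme buffer wells for full effect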
# SENP8 block-2 – human SENP8 protease inhibitors, primary screen, biochemical, fluorescence, Nedd8 protein substrate, uHTS; actives 0.64% (n = 360,000); recombinant SENP8; inhibition, % at 20 µM; AID 602440, 2012; Sentrin-specific protease 8 (Homo sapiens), Q96LD8; in the data active = inhibition mostly above about 40%, no sharp cut-off; inactive = mostly below about 27%
# PfGluPho inh – PfG6PD enzyme inhibitors, primary screen, biochemical, fluorescence intensity, uHTS. PfGluPho enzyme, NADPH resazurin-diaphorase fluorescence. glucose-6-phosphate dehydrogenase-6-phosphogluconolactonase (Plasmodium falciparum 3D7). inhibition, % at 20 µM. actives 0.78% (n = 350,000);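 active = inhibition reaching at least a set limit at 20 µM in the primary screen, cut at about 59% in these data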;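 also: 0% = DMSO wells with substrate and 100% = DMSO wells lacking glucose-6-phosphate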
# An asterisk follows results filed as active; i = inactive; / = no result given; & = joins results of further samples. No enrichment for hits; overall some 4.1% were active at least once.
canonical_smiles	HKDC1 inh	SENP7 inh	SENP1 FRET inh	PfGluPho inh	SENP8 block-1	NLRP3 yeast inh	Apaf-1 inh	SENP6 block	SENP8 block-2
Cc1ccc(C)c(OCC(=O)O/N=C(\N)c2cccc([N+](=O)[O-])c2)c1	15	0	1	1	-7	23	-2	-17	18
Cc1cc(=O)oc(C)c1C(=O)NCc1ccccn1	-16	1	-4	-8	6	22	-1	6	16
COc1ccc(-c2nnc(SCC(=O)N3c4ccccc4Sc4ccccc43)o2)cc1	-4	0	0	8	1	-1	19	4	33
Cc1nc2ccccc2c(=O)n1NC(=O)c1ccccc1Br	3	-1	0	-13	-1	8	-3	-30	10
CCn1c(=O)n(CC(=O)N2CCN(c3ccccc3F)CC2)c(=O)c2ccccc21	0	0	0	-12	3	16	0	12	-3
CCN1C(=O)c2cccc3c(S(=O)(=O)Nc4nc(C)cs4)ccc1c23	6	-3	-16	-32	-1	11	-11	-5	-88
O=C(NN=C1CCCCC1)c1ccccc1-n1cccc1	-2	3	1	0	1	0	-3	-5	-9
CC[C@]12c3[nH]c4ccc(OC)cc4c3CCN1C(=O)C(CC(=O)NCCc1ccccn1)C[C@@H]2C(=O)N1CCN(C(=O)C2CC2)CC1 (stereo not given in full)	-6	9	-1	-1	/	/	8	/	-9
CN(CC(=O)Nc1ccc(OC(F)(F)F)cc1)C(=O)Cc1c(Cl)cccc1Cl	0	4	1	30	1	7	21	-3	7
C=CCc1ccccc1OCC(O)CNC (stereo not given)	2	-7	-1	21	-10	14	6	-18	15
NC(=O)NC(Cc1ccccc1)C(=O)NNC(=O)COc1ccccc1Cl (stereo not given)	2	1	2	-6	1	-1	-6	-2	6
CCc1ccc(C(=O)COC(=O)CNC(=O)C2CCCCC2)cc1	2	2	2	-4	7	17	-5	18	2
Cc1cc(C(=O)CSc2nnnn2-c2ccc(O)cc2)c(C)n1Cc1ccc2c(c1)OCO2	0	4	1	-13	-2	24	15	-15	5
O=C1CSC(c2ccccc2)N1CC(O)c1ccc([N+](=O)[O-])cc1 (stereo not given)	-4	-2	0	9	4	8	-8	-7	11
CCC(Oc1ccccc1)C(=O)N1CCN(S(=O)(=O)c2ccccc2)CC1 (stereo not given)	0	-7	2	13	-3	-4	0	-17	16

# New compounds follow:
canonical_smiles	HKDC1 inh	SENP7 inh	SENP1 FRET inh	PfGluPho inh	SENP8 block-1	NLRP3 yeast inh	Apaf-1 inh	SENP6 block	SENP8 block-2
CCCCN(C)C(=O)c1cc2cc3cc(OC)ccc3nc2o1	5	-11	-3	43	-11	18	-8	-1	-392
Cc1ccc(NC(=O)c2c([N+](=O)[O-])c(C(C)(C)C)nn2C)cc1	-9	12	5	10	-7	2	-1	-4	11
O=C(Cn1cnc2ccccc21)NCc1ccccc1	-16	4	0	-2	-2	9	-11	-12	5
CCCCC(C(=O)NC1CCCC1)N(C(=O)c1snc(C(N)=O)c1N)c1ccc(F)cc1 (stereo not given)	-2	-5	-22	7	5	24	20	1	-302
CC1(OC(=O)c2ccc(Cl)nc2)C(=O)C=C2C=C3CCCN3C=C2C1=O (stereo not given)	16	7	-27	45	7	9	44*	14	65*
Cc1cc(-c2csc(NC(=O)C3=COCCO3)n2)c(C)n1C	2	3	7	18	-3	18	-9	-3	4
COc1cccc(-c2cc(C(=O)NCCCn3ccnc3)c3ccccc3n2)c1	-6	-2	0	4	-4	1	0	-4	-264
O=C1NC(=O)C2(C=C(c3ccccc3)C(O)(c3ccccc3)C2)N1 (stereo not given)	4	/	0	8	/	/	/	/	19
O=C(NCCS(=O)(=O)NCCCc1ccccc1)c1ccccc1	-2	12	3	-4	-6	10	2	-12	6
CCC(C)NC(=O)C1CCCN(C(=O)NC2CCCCC2)C1 (stereo not given)	-1	11	4	-17	6	7	6	11	20
Cc1nnc(SCC(=O)NC2CCCCCC2)n1N	-8	-2	0	2	8	6	-15	-7	13
CCN(c1ccccc1)S(=O)(=O)c1ccc(C(C(=O)OC)C(=O)OC)c([N+](=O)[O-])c1	-8	-2	1	-17	6	18	-5	-1	12
CSC1=N/C(=C/c2cccnc2)C(=O)N1Cc1ccc(Cl)cc1	-6	-6	1	-10	-10	29	2	-13	-430
CCn1c(N)c(C(N)=O)sc1=S	-5	3	3	22	-1	3	6	-7	22
O=C(NC(C(=O)c1ccccc1)n1cnccc1=O)c1ccccc1 (stereo not given)	-5	12	1	3	-9	18	2	-33	11

# The list goes on; it opens with the 2 that closed the last part.
canonical_smiles	HKDC1 inh	SENP7 inh	SENP1 FRET inh	PfGluPho inh	SENP8 block-1	NLRP3 yeast inh	Apaf-1 inh	SENP6 block	SENP8 block-2
CCn1c(N)c(C(N)=O)sc1=S	-5	3	3	22	-1	3	6	-7	22
O=C(NC(C(=O)c1ccccc1)n1cnccc1=O)c1ccccc1 (stereo not given)	-5	12	1	3	-9	18	2	-33	11
O=C(NCC(c1ccco1)N1CCN(c2ccccc2F)CC1)C(=O)NC1CC1 (stereo not given)	-6	7	2	10	-4	11	0	-9	21
O=C(C1CCCN1C(=O)c1cccs1)N1CCN(S(=O)(=O)c2ccc(F)cc2)CC1 (stereo not given)	-1	-3	2	4	9	11	-12	-21	18
Cc1cc(C(=O)CN2C(=O)C(=O)N(C3CCCC3)C2=O)c(C)n1CCc1ccc(F)cc1	1	5	-3	-14	1	17	3	-9	-3
O=C(CN(C(=O)CNS(=O)(=O)c1ccc(F)cc1)c1ccccc1F)NCc1ccco1	-3	-4	1	5	-3	-8	2	-10	7
CCOC(=O)C1CCCN(S(=O)(=O)c2ccc3c4c(cccc24)C(=O)N3CC)C1 (stereo not given)	2	1	-42	-3	7	4	-4	8	i
N#Cc1cnn(-c2nc3sc4c(c3c(=O)[nH]2)CCCC4)c1N	-4	-2	-4	43	-9	4	-4	3	-268
CCCCN(C)CCNC(=O)c1nn(-c2ccc(OC)cc2)c(=O)c2c1c1ccccc1n2C	-5	-3	4	6	2	7	-5	4	-366
COc1cc(Br)cc(/C=N/NC(=O)Cc2ccc(C(F)(F)F)cc2[N+](=O)[O-])c1O	7	-3	3	-23	-4	16	-13	-5	22
CC(C)N(C(=O)COC(=O)c1cccc(S(=O)(=O)N2CC3(C)CC2CC(C)(C)C3)c1)C(C)C (stereo not given)	2	1	-2	12	-12	18	13	-13	11
O=C(CCC(=O)c1cccs1)NCc1ccc(Cl)cc1	-5	-2	-8	-8	-8	29	8	-5	19
COc1ccc(N2C(S)=C(C#N)C(=O)NC2c2ccc(OC)c(OC)c2)cc1 (stereo not given)	7	11	-2	2	-4	13	-2	7	-1
COc1ccc(C(=S)N2CCCC2)cc1Br	-5	-11	-4	-3	-2	20	4	0	19
COc1ccc(OC)c(S(=O)(=O)N(C)CC(=O)N2CCCCC2)c1	-7	-3	-2	3	-5	13	-2	-12	14
O=C(O)c1cc(=O)c2c(Cl)cc(Cl)cc2[nH]1	2	-5	-3	5	-4	7	-4	-20	-11
COc1cc2nc(/C=C/c3cc(OC)c(OC)c(OC)c3)sc2cc1SC	12	12	-23	7	4	-3	30	-8	-418

# (more compounds)
canonical_smiles	HKDC1 inh	SENP7 inh	SENP1 FRET inh	PfGluPho inh	SENP8 block-1	NLRP3 yeast inh	Apaf-1 inh	SENP6 block	SENP8 block-2
COc1ccc(Cl)cc1NC(=O)CCn1c(=O)oc2ccccc21	2	-3	2	1	0	31	13	-13	10
CCC(=O)N1CCc2cc(S(=O)(=O)NCCC(=O)NCc3ccccc3OC)ccc21	-1	-4	1	-3	-4	11	-6	-1	8
O=C(Nc1cccc(NC(=O)C2CC3CCCC(C2)C3=O)n1)C1CC2CCCC(C1)C2=O (stereo not given)	-1	-4	-7	16	-2	8	5	-19	-41
Cc1ccc(Cl)c(OCC(=O)Nc2ccccc2N2CCCCC2)c1	2	-2	-9	18	-1	11	23	-13	-65
Cc1ccc(Cl)c(Nc2ccccc2C(=O)O)c1Cl	-3&-1	-2&-2	3&0	-11&3	10&9	-21&-17	-3&-6	13&6	-53&-67
CCCN(CCC)Cc1c(C(=O)N/N=C/c2ccc(C)o2)nnn1-c1nonc1N	-5	7	1	5	3	-9	11	-2	-30
CN1CCN(C(=O)CNC(=O)C23CC4CC(CC(C4)C2)C3)CC1	-8	-7	1	-4	8	-2	-7	-9	6
CCCCN(C(=O)C1CC(=O)N(c2ccc3c(c2)OCCO3)C1)c1c(N)n(CCCC)c(=O)[nH]c1=O (stereo not given)	-5	-3	-6	7	3	22	-9	-8	-22
COCCNC(=S)N/N=C(\C)c1ccc(Cl)s1	14	3	1	-9	-2	8	-14	18	8
COC(=O)C1=NN(C(=O)c2ccc(Cl)cc2)C(O)(c2ccccc2)C1 (stereo not given)	-8	1	24	-29	1	1	1	3	10
CN(NC(=S)Nc1ccc(OC(F)F)cc1)C(=S)Nc1ccc(OC(F)F)cc1	15	-1	1	8	-3	21	3	-8	19
O=[N+]([O-])c1cc(-c2nnc(C34CC5CC(CC(C5)C3)C4)o2)cc([N+](=O)[O-])c1	-5	2	2	12	6	21	10	7	27
Cc1ccc(-c2csnn2)cc1	-3	15	-1	-4	-10	10	-16	-11	12
COC(=O)c1ccc(NC2c3ncccc3C(=O)N2Cc2cccs2)cc1 (stereo not given)	-6	15	1	-5	-7	20	6	-18	6
COC(=O)C1CCN(S(=O)(=O)CCNC(=O)c2cccc(OC)c2)CC1	-3	-5	-1	3	1	9	3	0	10

# Next part
canonical_smiles	HKDC1 inh	SENP7 inh	SENP1 FRET inh	PfGluPho inh	SENP8 block-1	NLRP3 yeast inh	Apaf-1 inh	SENP6 block	SENP8 block-2
COc1ccccc1CNC(=O)COC(=O)CSc1ccc(F)cc1	-3	-3	5	-5	-7	10	8	-7	9
CCn1c(=O)n(CC)c2cc(S(=O)(=O)Nc3c(C)cccc3C)ccc21	-4	-3	2	-21	1	2	8	-18	7
CC(=O)NC(c1cccs1)c1cc(F)c2cccnc2c1O (stereo not given)	-2	6	-2	19	0	33	1	2	12
CCc1cccc(NC(=O)CS(=O)Cc2nc(-c3ccc(C)cc3)oc2C)c1 (stereo not given)	4	-4	0	0	1	12	24	-8	8
Cc1ccc(S(=O)(=O)N2CCN(C(=O)N(c3ccccc3)c3ccccc3)CC2)cc1	21	-2	1	-4	-8	1	15	-19	10
CCOC(=O)N1CCC(NC(=O)c2ccc(CS(=O)(=O)c3ccccc3C)o2)CC1	-4	7	0	-15	-6	-3	-2	-8	8
Cc1ccc2nc3c(cc(S(=O)(=O)c4ccccc4)c(=N)n3C3CCCC3)c(=O)n2c1	2	/	1	69*	/	/	/	/	-13
